Compound activity (PubChem BioAssay)
TRb-SRC2 inh = qHTS for Inhibitors of the Interaction of Thyroid Hormone Receptor and Steroid Receptor Coregulator 2; AID 1469, 2008; Potency, µM (highest dose often 106 µM), for the others: top-dose activity change, negative = inhibition, actives largely listed as inhibitors; TRbeta-SRC2 peptide binding, fluorescence polarization; receptor liganded with 1 µM T3; 280,000 tested, 0.065% active;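 also: plate controls were bound peptide for no effect and peptide without receptor for full effect; nearly all actives have a fitted effect of over 50% in size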
Target sequence (P10828 whole entry, looked up): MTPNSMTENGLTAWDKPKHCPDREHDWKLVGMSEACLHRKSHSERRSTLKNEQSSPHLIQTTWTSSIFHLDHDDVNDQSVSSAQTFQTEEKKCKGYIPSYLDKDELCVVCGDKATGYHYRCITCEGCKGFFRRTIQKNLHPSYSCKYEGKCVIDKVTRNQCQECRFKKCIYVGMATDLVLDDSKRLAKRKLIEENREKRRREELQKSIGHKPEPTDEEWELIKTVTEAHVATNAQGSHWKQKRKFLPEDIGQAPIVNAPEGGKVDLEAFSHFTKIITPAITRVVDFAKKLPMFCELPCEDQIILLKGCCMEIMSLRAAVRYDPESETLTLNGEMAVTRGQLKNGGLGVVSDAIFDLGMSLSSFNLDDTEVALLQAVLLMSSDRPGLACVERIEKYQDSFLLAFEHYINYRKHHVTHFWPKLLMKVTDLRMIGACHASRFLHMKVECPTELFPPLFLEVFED
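A fluorescence polarization screen tested compounds at multiple concentrations against complex formation between 0.6 uM TRb ligand-binding domain and 20 nM Texas Red SRC2 peptide, with 1 uM T3 present; readout after 5 hr.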
ALDH1A1 block = qHTS Assay for Inhibitors of Aldehyde Dehydrogenase 1 (ALDH1A1); Aldehyde dehydrogenase 1A1 (Homo sapiens), P00352; Purified ALDH1A1, NADH fluorescence, propionaldehyde substrate; Potency, µM (doses to about 75.3 µM), for inactives: at the top dose activity, negative = inhibition, usual class: inhibitors; 220,000 tested, 7.3% active; AID 1030, 2008; active = well fitted inhibition curve with a large enough effect, not every such curve was filed as active; inconclusive = small, poorly fitted or top-dose-only effect, or another doubt; inactive = no such curve, though single readings can be large or run the other way;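 also: plate controls were no enzyme wells and a reference inhibitor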
RECQ1 inh = qHTS Assay for Inhibitors of RecQ-Like Dna Helicase 1 (RECQ1). ATP-dependent DNA helicase Q1 (Homo sapiens), P46063. RECQ1 DNA unwinding, red fluorescence kinetic read. Potency, µM (titrated, usually from 57.3 µM), without a hit: at the highest dose activity, negative = inhibition, usual class: inhibitors. 240,000 tested, 0.54% active;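 also: plate controls were vehicle for no effect and no enzyme for full effect; nearly all actives have a fitted effect of over 30% in size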
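50 nM RECQ1T1 preincubated 15 min with compound in Tris pH 8.0 buffer with MgCl2, DTT, Tween-20 and 2.5 ug/ml poly(dI-dC); started with 200 nM TAMRA/BHQ-2 forked duplex and 2 mM ATP. Unwinding read as fluorescence (525/598 nm), two reads 2 h apart.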
RGS12 GoLoco inh = qHTS Assay for Inhibitors of RGS12 GoLoco Motif Activity (Red Fluorophore); Guanine nucleotide-binding protein G(i) subunit alpha-1 (Homo sapiens), P63096; Gai1:RGS12 GoLoco peptide FP, rhodamine, 10 min; Potency, µM (top dose mostly 61.6 µM), inactives show at the highest dose activity, negative = inhibition, most hits filed as inhibitors; 230,000 tested, 0.44% active; AID 880, 2007; active = well fitted inhibition curve with a large enough effect, not every such curve was filed as active; inactive = no such curve, though single readings can be large or run the other way; also: % is scaled to controls: 0 for no effect and ±100 for the full control effect; nearly all actives have a fitted effect of over 30% in size; many of its hits are not listed in these tables
Target sequence (P63096 whole entry, looked up): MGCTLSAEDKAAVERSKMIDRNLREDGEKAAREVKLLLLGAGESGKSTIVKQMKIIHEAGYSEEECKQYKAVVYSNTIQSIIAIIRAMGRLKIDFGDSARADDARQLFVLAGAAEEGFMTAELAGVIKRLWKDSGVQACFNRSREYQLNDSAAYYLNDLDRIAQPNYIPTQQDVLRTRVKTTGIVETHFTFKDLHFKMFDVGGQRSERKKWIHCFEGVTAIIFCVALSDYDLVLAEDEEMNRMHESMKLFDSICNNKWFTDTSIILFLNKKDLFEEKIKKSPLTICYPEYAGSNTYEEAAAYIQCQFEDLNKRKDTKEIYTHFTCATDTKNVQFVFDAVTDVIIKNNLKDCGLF
SMN2 splice enh = qHTS Assay for Enhancers of SMN2 Splice Variant Expression. HEK293 SMN2-luciferase splicing reporter, luminescence, 30-36 h. Potency, µM (doses to about 46.1 µM), for the others: at the highest dose activity change, positive = activation, most hits filed as activators. 210,000 tested, 2.8% active. AID 1458, 2008; also: % of control where 0% means no effect; nearly all actives have a fitted effect of over 55% in size
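HEK293 cells carry an SMN2 minigene-luciferase reporter in which exon 7 inclusion puts luciferase in frame. Cells were seeded at 2000 cells/well, attached for 10-12 hours, then exposed to compounds for 30-36 hours at 37C before ONE-Glo luminescence.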
JMJD2E inh = qHTS Assay for Inhibitors of Human Jumonji Domain Containing 2E (JMJD2E). 230,000 tested, 1.6% active. Potency, µM (highest dose often 57.1 µM), inactives show at the highest dose activity change, negative = inhibition, hits mostly inhibitors. Lysine-specific demethylase 4E (Homo sapiens), B2RXH2. AID 2147, 2009. JMJD2E catalytic domain, FDH-coupled NADH fluorescence (FDH is formaldehyde dehydrogenase); active = well fitted inhibition curve with a large enough effect, not every such curve was filed as active; inconclusive = small, poorly fitted or top-dose-only effect, or another doubt; inactive = no such curve, though single readings can be large or run the other way;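 also: 0% = wells with enzyme and -100% = buffer wells without enzyme; nearly all actives have a fitted effect of over 50% in size; many of its hits are not listed in these tables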
TexasRed fluor = Total Fluorescence Counterscreen for Inhibitors of the Interaction of Thyroid Hormone Receptor and Steroid Receptor Coregulator 2. Potency, µM (doses to about 106 µM), inactives show at the highest dose fluorescence change, negative = quenching. AID 1479, 2009. TRb/SRC2 Texas Red total fluorescence interference. 280,000 tested, 0.29% active; active = well fitted curve in either direction with a large enough effect; inconclusive = small, poorly fitted or top-dose-only effect; also: % is scaled to controls: 0 for no effect and ±100 for the full control effect
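Human TRb ligand-binding domain at 0.6 uM with 20 nM Texas Red SRC2 peptide in Tris buffer containing 1 uM T3 and 5% DMSO, incubated with compound 5 h at ambient temperature. Total fluorescence (555/632 nm) calculated as parallel + 2 × perpendicular.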
Lamin A splicing = qHTS Assay for Modulators of Lamin A Splicing; HeLa LMNA splicing GFP/RFP minigene ratio, 48 h; Potency, µM (doses to about 46.1 µM), without a hit: top-dose ratio change, negative = inhibition, usual class: inhibitors; 200,000 tested, 0.01% active; active = well fitted inhibition curve with a large enough effect in the signal ratio, with a control signal flat, not every such curve was filed as active; inconclusive = small, poorly fitted or top-dose-only effect, or effect the other way, or a change in a side signal; the % refers to the signal ratio; also: % is scaled to controls: 0 for no effect and ±100 for the full control effect
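S3 HeLa stable clones carrying a lamin A-EGFP splicing minigene plus DsRed2 were seeded at 600 cells/well in Opti-MEM with 2% FBS, pin-dosed and incubated 48 h at 37°C. Acumen cytometry (488 nm) gave the GFP/RFP total-intensity ratio.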
Numbers without * were called inactive; i = inactive; ? = inconclusive; . = not tested or not shown; [ ] = remark or other dose. Unless noted, calls follow the shape of the dose curve; as a rule, active = well fitted curve in the direction sought with a large enough effect; inconclusive = small, poorly fitted or top-dose-only effect, or another doubt; inactive = no such curve, though single readings can be large; an effect the other way counts as inactive or inconclusive. Potency is read from the fitted curve at half-maximal effect.

SMILES	TRb-SRC2 inh	ALDH1A1 block	RECQ1 inh	RGS12 GoLoco inh	SMN2 splice enh	JMJD2E inh	TexasRed fluor	Lamin A splicing
COC(=O)CNC(=O)C(CCSC)NC(C)=O (stereo not drawn)	-1%	-2%	-7%	0%	.	0%	-1%	?
O=C(Nc1ccc(Oc2ccc(NC(=O)Nc3ccccc3Cl)cc2)cc1)Nc1ccccc1Cl	-2%	3%	i	28%	.	-24%	-1%	?
COc1ccc(C(NC(=O)/C=C/c2ccco2)c2ccc(OC)c(OC)c2)cc1OC	5%	?	-12%	10%	10%	3%	-1%	-9%
COc1ccc(CCNC(=O)C2CCC(CNc3c(N4CCCC4)c(=O)c3=O)CC2)cc1OC (stereo not drawn)	4%	18%	i	8%	-12%	2%	-2%	-7%
CC(=O)c1cccc(NC(=O)Nc2c(C)nn(C)c2C)c1	-2%	0%	i	-10%	-1%	?	-1%	14%
c1coc(Cn2nnnc2CN2CCN(C3CCCC3)CC2)c1	3%	?	-14%	5%	5%	-6%	2%	-14%
COc1cccc(NC(=O)Cc2c(C(=O)O)[nH]c3ccccc23)c1	0%	6%	-10%	-4%	-5%	4%	-7%	-6%
COC(=O)NC(/C(C(=O)OC)=C(\C)NCc1ccccc1)c1cccs1 (stereo not drawn)	5%[11.2 µM]	0%[13.5 µM]	-4%[11.5 µM]	.	.	.	-2%[11.2 µM]	.
CCN(CC)S(=O)(=O)c1ccc(Cl)c(NC(=O)COC(=O)/C=C/c2ccc(O)c(OC)c2)c1	-2%	?	-11%	10%	-4%	?	-1%	-3%
C/C(CC1CC(COCC(C)C)OC1=O)=N\Nc1nc(-c2ccccc2)cs1 (stereo not drawn)	5%	?	-7%	39%[activator]	-4%	4%	2%	0%
CC1=C(C#N)C(Nc2ccc(C)cn2)(C(F)(F)F)C(=O)N1 (stereo not drawn)	-5%	14%	2%	1%	-12%	2%	-2%	3%
N#CC1=C2SC=C(c3ccc(Br)cc3)N2CCCC1=O	4%	-5%	-20%	14%	16µM*	1%	-2%	?
COC(=O)C1C(C(=O)OC)C1(c1ccccc1)c1ccccc1 (stereo not drawn)	-7%	.	-15%	4%	.	2%	-6%	.
CCOC(=O)c1c(C)[nH]c(C(=O)OCC(=O)N(C)C2CCS(=O)(=O)C2)c1C (stereo not drawn)	-9%	2%	-11%	3%	26%	-5%	-1%	-3%
CCOc1cccc(OCCCCn2ccnc2)c1	1%	?	-2%	5%	-11%	-27%	2%	-13%
O=S(=O)(c1ccccc1)N1CCN=C1SCc1ccc(Cl)c(Cl)c1	-1%	5%	?	-1%	-19%	2%	0%	?
CC(C)C[C@@H](C=O)NC(=O)[C@H](CC(C)C)NC(=O)[C@H](CC(C)C)NC(=O)OCc1ccccc1	-3%	14µM*	i	9%	-69%[inhibitor]	.	-2%	.
COc1cccc(Nc2ncc3nc(-c4ccc(F)cc4)c(=O)n(CCC#N)c3n2)c1	.	2%	-8%	-2%	11%	.	.	.
COc1ccc(NC(=O)c2cc(F)c(F)cc2Cl)cc1Cl	-12%	.	7%	5%	.	-1%	-2%	.
Cc1ccc(CNC(=O)CC2Nc3c4ccccc4nc(=S)n3C2=O)cc1 (stereo not drawn)	-11%	-14%	-4%	-34%	7%	0%	1%	.
COc1ccc(N(C(=O)CNC(=O)c2cccs2)C(C(=O)NCC2CCCO2)c2ccc(OC)c(OC)c2)cc1 (stereo not drawn)	2%	13%	i	5%	-5%	20%	0%	17%[46 µM]
Cc1cc(/C=C2\C(=N)N3N=C(C(C)C)SC3=NC2=O)c(C)n1Cc1ccccc1	11%	.	-26%	12%	.	18%	-2%	.
NC(=S)N/N=C/c1ncc(C(F)(F)F)cc1Cl	-1%	.	-3%	6%	.	?	0%	.
NS(=O)(=O)c1ccc(NC(=O)COC(=O)CCc2c[nH]c3ccccc23)cc1	1%	-1%	-1%	10%	-13%	-6%	-3%	.
Cc1cc2cc(C)c(NCCNC(=O)c3cccs3)nc2cc1C	-7%	?	-3%	14%	-23%	-2%	-1%	.

Record cards (already shown). Order of values: TRb-SRC2 inh, ALDH1A1 block, RECQ1 inh, RGS12 GoLoco inh, SMN2 splice enh, JMJD2E inh, TexasRed fluor, Lamin A splicing
O=S(=O)(c1ccccc1)N1CCN=C1SCc1ccc(Cl)c(Cl)c1 reads -1%, 5%, ?, -1%, -19%, 2%, 0%, ?
Cc1cc(/C=C2\C(=N)N3N=C(C(C)C)SC3=NC2=O)c(C)n1Cc1ccccc1 reads 11%, ., -26%, 12%, ., 18%, -2%, .

Later entries
SMILES	TRb-SRC2 inh	ALDH1A1 block	RECQ1 inh	RGS12 GoLoco inh	SMN2 splice enh	JMJD2E inh	TexasRed fluor	Lamin A splicing
O=C(CSc1nncs1)NC1CCCc2ccccc21 (stereo not drawn)	-5%	-1%	-2%	6%	5%	-1%	-3%	-19%[46 µM]
CCOC(=O)C1(Cc2ccc(Cl)cc2)CCN(Cc2ccon2)CC1	0%	1%	-2%	-3%	.	-7%	-3%	5%[46 µM]
O=C(O)CCNS(=O)(=O)c1ccc2ccccc2c1	-15%	?	-9%	-1%	-10%	6%	3%	-6%
COc1ccc(S(=O)(=O)N(C)CC(=O)Nc2cccc(C(C)=O)c2)cc1	-7%	-5%	-3%	0%	?	0%	-1%	-2%
OC(c1ccccc1)c1nc2ccccc2s1 (stereo not drawn)	-21%	7%	-9%	2%	-3%	-1%	0%	5%
COc1ccc(CC(=O)Nc2nnc(SCc3ccccc3)s2)cc1S(=O)(=O)N1CCOCC1	0%	?	-9%	6%	-61%[inhibitor]	-10%	0%	?
CCCCN=C1NN=C(c2ccc3c(c2)OCCO3)CS1	-6%	10µM*	23%	8%	.	?	-2%	14%[9.22 µM]
COc1ccc(-n2ncc3c(=O)n(CC(=O)OCc4ccccc4)cnc32)cc1	-12%	?	-6%	5%	-12%	-1%	-2%	-7%
Cc1cc(C)n2nc(SCC(=O)Nc3c(C)nn(-c4ccccc4)c3C)nc2n1	-1%	4%	-16%	0%	-1%	9%	-1%	-1%
COc1ccc(-n2c(=S)[nH]c3cc(C(=O)Nc4cc(OC)c(OC)c(OC)c4)ccc3c2=O)c(OC)c1	9%	-21%	-19%	-2%	-46%[inhibitor]	0%	-4%	.
COc1ccc(NC(=O)C2CC(=O)N=C(N)S2)cc1 (stereo not drawn)	5%	-10%	22%	3%	.	10%	0%	?
COc1ccc(/C=N/NC(=O)c2cccc(Br)c2)cc1COc1ccccn1	2%	.	-10%	2%	.	-22%	-3%	.
CCC1(C)CC(=O)N(c2ccc(C(=O)O)c(O)c2)C1=O (stereo not drawn)	2%	?	2%	-1%	-14%	?	-1%	-1%
COc1cc(NC(=O)CN2CCN(c3ccccc3)CC2)c(C)cc1[N+](=O)[O-]	-3%	?	-8%	7%	-1%	-2%	-5%	-11%
Cc1cc(-c2c(C(=O)N3CCOCC3)c(C)nn2-c2cccc(C(F)(F)F)c2)no1	7%	-2%	-5%	-1%	.	6%	1%	.
COc1cccc(C2(O)CCN(C(=O)C3CCC3)CC2)c1	-3%	1%	-2%	14%	-14%	5%	-2%	1%
O=C(Nc1cccnc1Cl)c1cccc(F)c1	1%	12%	i	-1%	-3%	1%	-2%	11%[46 µM]
Cc1cc(C)n(CCC(=O)Nc2cccc(F)c2)n1	-6%	0%	i	-1%	-18%	-26%	-1%	.
CCCCc1n[nH]c(=S)n1Cc1ccc(C)cc1	0%	?	-17%	11%	-4%	-6%	0%	12%[9.22 µM]
C[C@@H]1C[C@H]2[C@@H]3C[C@H](F)C4=CC(=O)C=C[C@]4(C)[C@@]3(F)[C@@H](O)C[C@]2(C)[C@@]1(O)C(=O)CO	-9%	.	-6%	-10%	-35%[inhibitor]	-4%	1%	-10%
Cc1cccc(OCC(=O)NCCN2CCOCC2)c1	-3%	-11%	4%	-39%	1%	-2%	-2%	11%
COc1ccc(C2C(C#N)=C(N)Oc3cc(O)ccc32)cc1OC (stereo not drawn)	-1%	5%	11%	7%	17%	-5%	-3%	-5%
CC1=NN(c2ccc(C(F)(F)F)cn2)C(=O)C1	-13%	22µM*	4%	5%	-69%[inhibitor]	?	-3%	-7%
NC(=O)c1ccc(N2CCOCC2)nc1	-3%	-2%	-8%	3%	19%	2%	-2%	.
COc1cccc(Oc2c(C)oc3c(CN4CCCC4)c(O)ccc3c2=O)c1	2%	.	-3%	2%	.	?	0%	.

Additional records
SMILES	TRb-SRC2 inh	ALDH1A1 block	RECQ1 inh	RGS12 GoLoco inh	SMN2 splice enh	JMJD2E inh	TexasRed fluor	Lamin A splicing
CC(C)CNC(=O)CC(c1ccccc1)c1ccccc1	-2%	4%	i	6%	-1%	6%	-3%	.
COc1ccc(NC(=O)COc2nsnc2N2CCCCC2)cc1	-3%	?	-5%	4%	-27%	-3%	-2%	?
COc1cc(C(=O)OCC(=O)NC2CCS(=O)(=O)C2)ccc1OCc1c(C)noc1C (stereo not drawn)	-3%	0%	-11%	-33%	14%	?	-7%	-17%
O=C(Cn1nc(C(F)F)cc1C(F)F)NNC(=S)Nc1ccc(Cl)cc1	-7%	?	i	7%	.	19%	-1%	3%
CCOC(=O)c1nc2sc(C)c(C)c2c(=O)[nH]1	0%	?	-7%	4%	25%	?	-1%	2%
O=C(CSc1ccc(-c2ccco2)nn1)NCc1ccccc1	6%	?	-12%	-11%	-2%	9%	-8%	-8%
CCCc1cc(C(=O)Nc2ccccc2SC)no1	7%	?	-2%	-41%	?	3%	2%	-5%

The list is partial; the hit share may differ from the screen's.
